High-throughput results from PubChem BioAssay.
SMN2 splice up: qHTS Assay for Enhancers of SMN2 Splice Variant Expression; HEK293 SMN2-luciferase splicing reporter, luminescence, 30-36 h; Potency, µM (highest dose often 46.1 µM), for inactives: at the highest dose activity change, positive = activation, most hits filed as activators; 2.8% of 210,000 active; AID 1458, 2008; further: % of control where 0% means no effect; nearly all actives have a fitted effect of over 55% in size
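HEK293 cells carry an SMN2 […]–luciferase reporter in which exon 7 inclusion puts luciferase in frame. Cells were plated 10-12 h before compound addition, then incubated 30-36 h at 37C. ONE-Glo luminescence was read; sodium butyrate at 4.5 mM final served as control.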
GAA spleen mod: qHTS Assay for Inhibitors and Activators of Human alpha-Glucosidase From Spleen Homogenate; 0.006% of 240,000 active; AID 2112, 2009; Potency, µM (titrated, usually from 79.9 µM), for the others: at the top dose activity change, negative = inhibition, most hits filed as inhibitors; human spleen homogenate, 4-MU-alpha-glucoside fluorescence;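 further: 0% = enzyme with vehicle and -100% = no enzyme basal signal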
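Enzyme source: human spleen homogenate, 1 ug/well. Buffer 50 mM citric acid/K phosphate pH 5.0, 0.01% Tween-20. 4-MU-alpha-glucoside 1 mM; 37 C x 40 min; NaOH/glycine stop; fluorescence.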
GAA glycogen mod: qHTS Assay for Inhibitors and Activators of Human alpha-Glucosidase Cleavage of Glycogen | Lysosomal alpha-glucosidase (Homo sapiens), P10253 | Potency, µM (doses to about 76.4 µM), for inactives: at the top dose activity change, negative = inhibition, usual class: inhibitors | AID 2100, 2009 | recombinant GAA, glycogen substrate, Amplex Red glucose oxidase fluorescence | 0.38% of 300,000 active;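 further: 0% = full enzyme reaction and -100% = no-enzyme basal signal; the screen sought inhibitors and activators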
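Recombinant human enzyme (4 nM); glycogen substrate; 37 C, 40 min, pH 5.0. Readout: coupled glucose oxidase/Amplex Red fluorescence.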
GAA inhib: qHTS Assay for Inhibitors of Human alpha-Glucosidase as a Potential Chaperone Treatment of Pompe Disease. purified human GAA, 4-MU-alpha-glucoside fluorescence. Potency, µM (series often up to 76.9 µM), for inactives: top-dose activity change, negative = inhibition, usual class: inhibitors. 0.005% of 200,000 active. AID 1466, 2008;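 further: plate controls were uninhibited enzyme wells for no effect and no-enzyme background for full effect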
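AC50 values come from Hill fits of compound titrations (up to 77 uM) against 4 nM human enzyme. Substrate 4-methylumbelliferyl-alpha-D-pyranoside at 400 uM, pH 5.0 citrate buffer, 20 min room temperature; fluorescence Ex 365/Em 440 after alkaline stop.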
RGS12 GoLoco inh: qHTS Assay for Inhibitors of RGS12 GoLoco Motif Activity (Red Fluorophore); Guanine nucleotide-binding protein G(i) subunit alpha-1 (Homo sapiens), P63096; Gai1:RGS12 GoLoco peptide FP, rhodamine, 10 min; Potency, µM (highest dose often 61.6 µM), inactives show top-dose activity, negative = inhibition, hits mostly inhibitors; 0.44% of 230,000 active; active means well fitted inhibition curve with a large enough effect, not every such curve was filed as active; inactive means no such curve, though single readings can be large or run the other way; further: on the % scale 0 is the no-effect control and ±100 the full control effect; nearly all actives have a fitted effect of over 30% in size; many of its hits are not listed in these tables
ALDH1A1 inh: qHTS Assay for Inhibitors of Aldehyde Dehydrogenase 1 (ALDH1A1). 7.3% of 220,000 active. Purified ALDH1A1, NADH fluorescence, propionaldehyde substrate. Potency, µM (doses to about 75.3 µM), for the others: at the highest dose activity, negative = inhibition, actives largely listed as inhibitors. AID 1030, 2008; active means well fitted inhibition curve with a large enough effect, not every such curve was filed as active; inconclusive means small, poorly fitted or top-dose-only effect, or another doubt; inactive means no such curve, though single readings can be large or run the other way;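 further: plate controls were no enzyme wells and a reference inhibitor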
Target sequence (P00352 whole entry, looked up): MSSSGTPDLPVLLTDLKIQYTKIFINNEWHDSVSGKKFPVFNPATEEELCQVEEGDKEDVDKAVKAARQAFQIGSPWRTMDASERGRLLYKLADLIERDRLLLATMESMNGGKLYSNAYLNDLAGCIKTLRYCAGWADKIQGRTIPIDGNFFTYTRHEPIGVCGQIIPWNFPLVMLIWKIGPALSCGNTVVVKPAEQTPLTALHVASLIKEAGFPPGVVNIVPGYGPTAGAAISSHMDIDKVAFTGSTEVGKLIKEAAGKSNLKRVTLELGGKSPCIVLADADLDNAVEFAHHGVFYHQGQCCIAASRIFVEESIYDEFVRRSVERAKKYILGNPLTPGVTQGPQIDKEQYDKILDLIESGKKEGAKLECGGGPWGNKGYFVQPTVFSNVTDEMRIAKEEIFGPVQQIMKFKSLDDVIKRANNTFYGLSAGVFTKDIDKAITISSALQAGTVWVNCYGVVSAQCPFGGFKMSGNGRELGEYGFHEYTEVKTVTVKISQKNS
aGal spleen mod: qHTS Assay for Inhibitors and Activators of Human alpha-Galactosidase From Spleen Homogenate; AID 2107, 2009; Alpha-galactosidase A (Homo sapiens), P06280; Potency, µM (top dose mostly 80 µM), inactives show at the highest dose activity change, negative = inhibition, hits mostly inhibitors; human spleen homogenate, 4MU-alpha-Gal fluorescence, 40 min; 0.008% of 240,000 active;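 further: 0% = enzyme with vehicle and -100% = no enzyme basal signal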
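Human spleen homogenate (1 ug) was the enzyme source, with 4-methylumbelliferyl-alpha-D-galactopyranoside (1 mM final) in pH 5.0 citrate buffer with 0.01% Tween-20. Compounds were titrated; after 40 min at 37C, NaOH/glycine stop, 4-MU fluorescence read; AC50 from Hill fits.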
JMJD2E inh: qHTS Assay for Inhibitors of Human Jumonji Domain Containing 2E (JMJD2E). Lysine-specific demethylase 4E (Homo sapiens), B2RXH2. JMJD2E catalytic domain, FDH-coupled NADH fluorescence (FDH is formaldehyde dehydrogenase). Potency, µM (highest dose often 57.1 µM), without a hit: at the highest dose activity change, negative = inhibition, usual class: inhibitors. 1.6% of 230,000 active. AID 2147, 2009; active means well fitted inhibition curve with a large enough effect, not every such curve was filed as active; inconclusive means small, poorly fitted or top-dose-only effect, or another doubt; inactive means no such curve, though single readings can be large or run the other way;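 further: 0% = wells with enzyme and -100% = buffer wells without enzyme; nearly all actives have a fitted effect of over 50% in size; many of its hits are not listed in these tables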
Target sequence (B2RXH2 1-337 limits assumed): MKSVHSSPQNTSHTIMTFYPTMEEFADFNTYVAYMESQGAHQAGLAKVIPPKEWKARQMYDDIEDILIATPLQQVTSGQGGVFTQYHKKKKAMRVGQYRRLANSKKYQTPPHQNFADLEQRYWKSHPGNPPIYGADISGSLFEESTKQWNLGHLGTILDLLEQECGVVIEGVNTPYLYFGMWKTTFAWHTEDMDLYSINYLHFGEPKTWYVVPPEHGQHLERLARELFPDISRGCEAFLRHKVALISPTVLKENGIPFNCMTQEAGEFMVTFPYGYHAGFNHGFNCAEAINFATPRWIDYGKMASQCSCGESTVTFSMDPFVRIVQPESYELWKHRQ
Active calls of the source: *; ? = inconclusive; . = not tested or not shown; & = joins results of further samples; [ ] = remark or other dose. Unless noted, the call rests on the fitted dose curve; in most records, active means well fitted curve in the direction sought with a large enough effect; inconclusive means small, poorly fitted or top-dose-only effect, or another doubt; inactive means no such curve, though single readings can be large; an effect the other way counts as inactive or inconclusive. Potency means the concentration at half of the fitted maximal effect. Some of the compounds tested; count on the stated rates, not on these rows.

SMN2 splice up | GAA spleen mod | GAA glycogen mod | GAA inhib | RGS12 GoLoco inh | ALDH1A1 inh | compound | aGal spleen mod | JMJD2E inh
22.1% | -3.5% | -8.5% | 2.2% | 1.2% | ? | Cc1ccc(Cl)c(OCC(=O)NCc2ccco2)c1 | 1.3% | -5.7%
19.8% | 7.0% | -10.8% | 1.9% | -3.2% | 2.0% | COc1ccc(N2C(=O)C(CC(N)=O)N(NC(=O)CCc3ccccc3)C2=O)cc1 (configuration not stated) | -1.7% | 5.3%
-29.7% | -0.2% | -7.5% | -4.1% | -12.0% | -1.5% | S=C(NC1CCCCC1)N1CCn2cccc2C1c1cccnc1 (configuration not stated) | -0.6% | -8.9%
-18.7% | 11.8% | -10.5% | 7.1% | -5.8% | ? | COC(=O)c1ccc(C(=O)OC)c(NC(=S)N2CCCC(C)C2)c1 (configuration not stated) | 24.4% | ?
0.7% | 9.5% | 6.0% | -0.9% | 2.2% | 1.4% | COc1cccc(CNC(=O)C2CCN(C(=O)N(C)C)CC2)c1 | -16.5% | 0.6%
24.4% | -13.4% | 6.9% | 0.7% | 3.6% | -6.7% | O=C(Cn1cc2c(n1)CCCCC2)N1CCCCC1 | -6.0% | 1.6%
4.8% | -8.3% | 8.8% | -1.4% | 3.3% | 14.1µM* | CCOC(=S)N/C(=N\S(=O)(=O)c1ccc(C)cc1)c1ccccc1 | -4.4% | -4.0%
. | 1.6% | 6.6% | -4.2% | -2.6% | 14.1% | O=C(Nc1c(S(=O)(=O)c2ccccc2)csc1Br)c1ccccc1Cl | 3.7% | 10.3%
. | 8.2% | -2.0% | -9.7% | -0.7% | ? | CC1(C)CC(=O)C=C(NCCN2CCN(C(=S)Nc3ccc(F)cc3)CC2)C1 | 3.1% | 14.9%
-19.2% | 6.7% | 8.6% | -2.7% | -16.5% | -7.0% | c1cncc(-c2nnc3sc(-c4ccco4)nn23)c1 | 5.2% | 7.6%
-5.3% | -3.2% | 4.8% | -4.1%[15.4 µM] | 6.4% | -1.8% | COc1ccc(-c2[nH]c(-c3ccc(F)cc3)nc2SCC(=O)NCc2ccco2)cc1OC | -4.6% | -21.6%
. | 15.9% | -20.5% | . | 8.8% | 31.6µM* | C=CCOC(=O)C(=O)/C=C/c1coc2ccccc2c1=O | ? | 118.4%[activator]
-82.2%[inhibitor] | -1.0% | -26.4% | -2.7% | 23.3% | 1.26µM* | Cc1cccc(Nc2nnc(SCC(=O)Nc3ccccc3[N+](=O)[O-])s2)c1C | -1.7% | -2.0%
8.0% | 6.2% | 6.7% | 11.9% | 10.5% | -4.6% | Cc1csc(N2CCCC2=O)n1 | -2.3% | -4.4%
-11.9% | -7.0% | 0.7% | ? | 2.0% | 5.9% | COC(=O)c1ccc(CSc2nc(C)nc3c2c(=O)n(C)c(=O)n3C)o1 | -3.4% | -8.7%
19.1% | 1.4% | -3.3% | 0.5% | 8.0% | -12.4% | C=CCn1c(CCCOc2ccc(Cl)cc2Cl)n[nH]c1=S | -7.7% | -9.7%
. | 1.3% | -4.2% | . | 6.1% | . | CC(=O)c1ccc(-c2ccccc2[C@H]2[C@H]3C=CC[C@@H](C)[C@@H]3C(=O)N2Cc2ccccc2)cc1 | -2.6% | -0.6%
-60.0%[inhibitor] | -4.4% | 3.4% | ? | -3.4% | -6.1% | COc1cc(NC(=O)Cc2nn(C)c(=O)c3ccccc23)cc(OC)c1 | 3.5% | -19.7%
. | -6.4% | 3.2% | . | -2.3% | . | COc1ccc(/C(C)=N/NC(=O)CNC(=O)CCc2ccccc2)c(OC)c1 | -0.2% | 1.6%
18.2% | 7.2% | -0.6% | -2.8% | 10.9% | ? | COc1ccc(/C=N/NC(=O)CCSc2nc3ccccc3s2)cc1OC | ? | -0.7%
-20.1% | -6.4% | -4.2% | 5.4% | 2.0% | ? | NC(=O)C1(N2CCCCC2)CCN(C2CC(=O)N(Cc3ccc(N4CCCC4=O)cc3)C2=O)CC1 (configuration not stated) | 1.1% | 1.8%
-10.6% | 6.7% | 6.8% | 3.6% | 5.1% | -2.1% | COc1ccc(CNC(=O)c2ccc3nccnc3c2)cc1 | 2.0% | 0.0%
-0.4% | -5.2% | 11.0% | -5.8% | -4.9% | ? | Cc1cccc(N(CC(=O)N/N=C/c2cc([N+](=O)[O-])ccc2Cl)S(C)(=O)=O)c1C | -2.7% | 1.8%
. | 0.6% | 1.0% | . | 15.3% | . | O=C(O)CNC(=O)C(c1ccccc1)c1ccccc1 | 6.5% | -20.6%
. | 7.2% | -1.2% | 3.2% | . | 12.1% | c1ccc(Cc2nn[nH]n2)cc1 | 2.1% | 1.3%
. | -6.9%&1.5% | 3.5% | . | 11.2% | . | Cc1ccc(SCCN2CCN(CCc3ccccc3)CCC2=O)cc1 | 0.2%&7.9% | 6.6%
-12.9% | -2.8% | -13.8% | -10.8% | 0.5% | 13.7% | CCc1c(C(=O)Nc2cc(C)cc(C)c2)[nH]c(C)c1C(C)=O | -0.3% | 14.0%
21.7% | -9.7% | -6.0% | 13.4% | -10.9% | ? | CN(C1CCCCC1)S(=O)(=O)c1ccccc1 | 0.3% | ?
. | -11.3% | 16.0% | 3.9% | 6.3% | 2.7% | O=C1CC2c3ccccc3C1C1C(=O)N(CCO)C(=O)C21 (configuration not stated) | -18.5% | ?
-22.4% | -2.5% | -8.9% | -3.0% | 12.9% | -12.3% | CCc1nc(SCC(=O)c2ccc(Cl)s2)c2oc3ccccc3c2n1 | -1.1% | 0.1%

Gathered by group, the compounds so far with a nitro group on carbon (2)
SMN2 splice up | GAA spleen mod | GAA glycogen mod | GAA inhib | RGS12 GoLoco inh | ALDH1A1 inh | compound | aGal spleen mod | JMJD2E inh
-82.2%[inhibitor] | -1.0% | -26.4% | -2.7% | 23.3% | 1.26µM* | Cc1cccc(Nc2nnc(SCC(=O)Nc3ccccc3[N+](=O)[O-])s2)c1C | -1.7% | -2.0%
-0.4% | -5.2% | 11.0% | -5.8% | -4.9% | ? | Cc1cccc(N(CC(=O)N/N=C/c2cc([N+](=O)[O-])ccc2Cl)S(C)(=O)=O)c1C | -2.7% | 1.8%

Other records
SMN2 splice up | GAA spleen mod | GAA glycogen mod | GAA inhib | RGS12 GoLoco inh | ALDH1A1 inh | compound | aGal spleen mod | JMJD2E inh
. | -3.2% | -3.8% | . | -5.1% | . | CCOc1ccc(OCCSc2nc(N)cc(=O)[nH]2)cc1 | -2.1% | -1.4%
. | -0.2% | 0.4% | . | 20.8% | . | Cn1nc(C(=O)OCC(=O)Nc2cccc(S(=O)(=O)N3CCCC3)c2)c2ccccc2c1=O | 1.2% | -2.4%
11.8% | 12.6% | -4.6% | -1.8% | -11.3% | -14.4% | CCC(Oc1ccc2ccccc2c1)C(=O)O (configuration not stated) | 0.9% | -7.6%
-1.8% | -12.9% | 0.8% | 3.1% | 5.1% | 12.0% | N=c1ncn(CC(O)CN2CCOCC2)c2nc(N3CCOCC3)[nH]c12 (configuration not stated) | -14.7% | 1.1%
-5.5% | -8.7% | -7.2% | -3.6% | 6.7% | 12.1% | c1cnc(N2CCSCC2)nc1 | -2.5% | 3.8%
0.0% | -2.6% | 1.0% | -7.1% | 3.6% | 3.55µM* | O=S(=O)(NCC1CCCO1)c1cnc(Cl)c(Cl)c1 (configuration not stated) | 6.5% | 4.4%
-60.9%[inhibitor] | 6.6% | -3.5% | -3.9% | -3.7% | ? | COc1ccc([N+](=O)[O-])cc1NC(=O)CSc1ccc2ccccc2c1 | 5.3% | 4.7%
-3.6% | -6.2% | -2.1% | -1.7% | -20.1% | ? | Cc1ccc(N2CCN(CCCN3C(=O)C4CCCN4C3=O)CC2)cc1 (configuration not stated) | 2.2% | 4.8%
6.4% | -0.1% | -7.4% | -9.3% | -3.6% | ? | O=C(NCc1ccccn1)c1c(O)c2cccc3c2n(c1=O)CC3 | -3.6% | ?
. | -7.3% | -12.5% | -0.9% | -4.1% | 15.9% | CCOc1ccc(N(C(=O)c2cnccn2)C(C(=O)NC2CCCCC2)c2ccc(O)cc2)cc1 (configuration not stated) | 1.4% | 0.2%
-14.1% | 0.7% | -0.2% | -7.9% | 3.8% | 11.2µM* | Cc1ccc(C(=O)NC(=S)Nc2ccc(S(=O)(=O)N(C)c3ccccc3)cc2)cc1 | 14.7% | 9.2%
25.8% | -2.2% | 8.6% | 7.8% | -1.4% | 3.2% | CCOC(=O)/C=c1\s/c(=C\c2ccc(C)cc2)c(=O)n1CC(=O)NCc1ccco1 | -6.9% | -14.5%
-36.4%[inhibitor] | -4.5% | 6.1% | -31.7% | 2.1% | ? | O=c1c2sc3nc(N4CCOCC4)c4c(c3c2nnn1Cc1ccccc1)CCCC4 | -0.7% | 6.4%
1.4% | -7.4% | . | . | -2.3% | -1.5% | O=C1CCC=C1C(O)c1ccc2c(c1)OCO2 (configuration not stated) | -3.8% | -0.5%
-7.9% | -2.0% | 2.8% | -2.3% | 2.3% | -9.8% | COc1ccc(-c2nnc(SCC#CCO)o2)cc1OC | 3.6% | -17.9%
8.6% | 1.9% | -4.6% | 1.1% | -3.3% | -9.6% | CCOC(=O)CSc1nnc(CNC(=O)c2ccc(OC)cc2OC)n1C | 11.9% | 1.3%
23.7% | -8.0% | -10.8% | -0.9% | 4.2% | -5.6% | COc1ccc(C)cc1S(=O)(=O)N(CC(=O)N1CCOCC1)Cc1ccccc1 | 1.8% | 0.6%
. | 2.9% | -1.8% | . | 3.4% | . | CCOC(=O)C1(Cc2cccc(F)c2)CCN(CC(O)CO)CC1 (configuration not stated) | 4.7% | 5.2%
. | 1.2% | 2.9% | . | 3.6% | . | O=C(O)COCc1nc2ccccc2s1 | -2.3% | 2.9%
